Screens: PubChem BioAssay, several laboratories
Furin inhibitor = inhibitors of human furin. P09958. purified furin, fluorogenic substrate cleavage. inhibition, % at 30 µM. 220,000 tested, 0.061% active; in the data active = inhibition above about 25%; also: inactives centre near -15
PGE2 EP2 inh = blocks the human prostaglandin E2 receptor EP2; 260,000 tested, 0.52% active; inhibition, % at 25 µM; C6 glioma cells expressing human EP2, cAMP TR-FRET; cells stimulated with saturating PGE2; P43116;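 active = percent inhibition above 40 after rounding to a whole number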;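 also: rat C6 glioma host cells with rolipram phosphodiesterase inhibitor present; the protocol text gives 20 µM as final concentration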
Target sequence (P43116 whole entry, looked up): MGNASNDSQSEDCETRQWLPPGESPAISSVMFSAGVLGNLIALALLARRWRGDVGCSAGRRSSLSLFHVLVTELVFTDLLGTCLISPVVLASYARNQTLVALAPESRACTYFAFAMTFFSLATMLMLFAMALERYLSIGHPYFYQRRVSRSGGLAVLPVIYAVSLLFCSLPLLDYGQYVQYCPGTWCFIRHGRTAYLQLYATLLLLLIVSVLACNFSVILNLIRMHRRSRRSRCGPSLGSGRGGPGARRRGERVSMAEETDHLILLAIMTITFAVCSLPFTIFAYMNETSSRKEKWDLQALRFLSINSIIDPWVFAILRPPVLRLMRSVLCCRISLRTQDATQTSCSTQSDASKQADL
TbHK1 inh = T. brucei hexokinase 1 inhibition; recombinant TbHK1, G6PDH-coupled NADH A340; inhibition, % at 10 µM; 220,000 tested, 0.11% active; AID 1430;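 active = inhibition of 50% or more in the single-dose primary screen; inactive = inhibition below 50%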
NCF1 inh = blocks human p47phox regulatory protein of NADPH oxidases; P14598; p47phox/p22phox peptide binding, fluorescence polarization, 2 h; inhibition, % at 24.7 µM; 220,000 tested, 0.53% active; AID 1274;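 active = inhibition above about 30%, limit read from the data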;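 also: 0% = p47phox with labelled peptide and 100% = labelled peptide alone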
Target sequence (P14598 whole entry, looked up): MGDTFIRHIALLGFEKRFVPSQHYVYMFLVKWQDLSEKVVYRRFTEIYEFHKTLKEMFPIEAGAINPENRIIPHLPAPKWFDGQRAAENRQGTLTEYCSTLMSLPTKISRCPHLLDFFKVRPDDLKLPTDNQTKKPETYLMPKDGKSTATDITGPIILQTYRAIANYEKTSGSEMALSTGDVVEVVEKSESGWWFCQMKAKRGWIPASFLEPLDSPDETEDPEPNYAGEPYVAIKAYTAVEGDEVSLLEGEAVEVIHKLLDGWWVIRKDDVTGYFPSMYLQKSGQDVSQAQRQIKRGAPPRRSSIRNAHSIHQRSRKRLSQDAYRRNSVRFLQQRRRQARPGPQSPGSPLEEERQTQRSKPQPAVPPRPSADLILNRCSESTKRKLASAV
BaF3 tox = counter-screen for JAK2V617F inhibitors: parental Ba/F3 viability inhibitors | inhibition, % at 5.6 µM | 220,000 tested, 1.1% active | CellTiter-Glo ATP luminescence;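 active = inhibition above a per-campaign cutoff, the mean inhibition of all tested compounds plus 3 SD, cut at about 27% in these data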;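 also: 0% = DMSO wells and 100% = JAK Inhibitor I control wells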
RBBP9 inh = blocks human serine hydrolase RBBP9; inhibition, % at 7.94 µM; recombinant RBBP9, FP-Rh probe fluorescence polarization; AID 1515; O75884; 220,000 tested, 0.2% active;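 active = inhibition above the campaign mean of all tested compounds plus 3 SD, cut at about 14% in these data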;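 also: plate controls were DMSO wells with RBBP9 for no effect and wells lacking RBBP9 protein for full effect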
Target sequence (O75884 whole entry, looked up): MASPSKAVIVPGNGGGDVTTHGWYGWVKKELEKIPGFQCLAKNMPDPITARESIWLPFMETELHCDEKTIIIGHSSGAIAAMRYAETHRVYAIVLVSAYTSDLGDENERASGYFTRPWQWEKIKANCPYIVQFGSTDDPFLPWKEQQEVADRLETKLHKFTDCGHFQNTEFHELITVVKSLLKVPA
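Test system: recombinant human RBBP9. Quantity: 2.5 µM RBBP9 dispensing solution, before mixing. Detection: FP readout at 525/598 nm. Reagent: Serine-hydrolase probe FP-Rh, 375 nM pre-mixing. Measure: % inhibition. Control set: DMSO-treated enzyme wells and wells lacking RBBP9. Buffer or medium: Tris-NaCl-Pluronic buffer, pH 8.0. Times: preincubation 30 min plus labeling 45 min at 25 °C.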
Ba/F3 V617F tox = loss of viability in JAK2V617F-driven Ba/F3 cells; AID 1446; Ba/F3 EpoR-JAK2V617F viability, ATP luminescence; 220,000 tested, 1.1% active; inhibition, % at 5.6 µM;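 active = inhibition above the campaign mean plus 3 SD over all tested compounds, cut at about 24% in these data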;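 also: cytokine-independent growth of Ba/F3 cells driven by EpoR plus mutant JAK2; 0% = DMSO-treated cells and 100% = JAK inhibitor I control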
p97 ATPase inh = blocks human p97 ATPase activity. P55072. recombinant p97 ATPase, Kinase-Glo ATP luminescence, 3 h. inhibition, % at 8 µM. 220,000 tested, 0.42% active. AID 1481; in the data active = inhibition above about 15%;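 also: 0% = DMSO vehicle and 100% = wells lacking enzyme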
PPC-1+TRAIL kill = kills PPC-1 cancer cells in the presence of TRAIL | AID 1443 | cell killing (% activity), % at 4 µM | PPC-1 cells + TRAIL, ATPLite viability luminescence | 220,000 tested, 0.41% active;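 active = cell killing above 50% in the first pass at 4 µM, then a duplicate retest at 5 µM averaging 50% or more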;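 also: plate controls were cells with TRAIL plus DMSO for no effect and medium-only wells lacking cells for full effect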
* marks the source's active call; other numbers are inactive results; nt = no result given; & = joins results of further samples; [ ] = dose if it differs, or a comment. A portion of the library; the hit share may differ from the screen's.

smiles	Furin inhibitor	PGE2 EP2 inh	TbHK1 inh	NCF1 inh	BaF3 tox	RBBP9 inh	Ba/F3 V617F tox	p97 ATPase inh	PPC-1+TRAIL kill
COC(=O)C1=C(C)NC(C)=C(C(=O)OC)C1c1ccc(OC(=O)c2oc3ccccc3c2C)c(OC)c1	-4	6	-10	-5	8	-8	3	0	20
CN=C(c1ccccc1)c1c(C)cccc1C	-18	9	-4	-7	5	4	-1	-1	26
CCC(C)NC(=O)CCCc1ccccc1 (stereo unspecified)	-23[20 µM]	10	11	-3	4	1	-3	5	-12
Cc1ccc(S(=O)(=O)N2C(=O)C(c3ccccc3)SC2=Nc2ccccc2)cc1 (stereo unspecified)	-1[20 µM]	9	-9	1	3	-8	3	-2	-13
O=C(Nc1ncc(Cc2cccc(Cl)c2Cl)s1)c1ccc([N+](=O)[O-])cc1	1[20 µM]	5	-3	6	9	-2	9	0	7
CCOC(=O)c1c(C)nc2c(c1C)/C(=N/O)CC(C)(C)C2	-23	6	-4	-9	4	-5	-3	4	1
COc1ccc(C2CC(=O)c3c(ccc4ccccc34)N2)cc1OC (stereo unspecified)	-16[20 µM]	nt	1	6	3	-10	2	4	22
CCS(=O)(=O)N1CCN(C(=O)COc2ccc(-c3ccccc3)cc2)CC1	-18[20 µM]	4	0	-9	6	7	-1	1	18
O=C(NCc1ccccc1F)C1CCCN1C(=O)NCc1ccccc1 (stereo unspecified)	-2	12	1	-15	4	0	2	4	11
COc1ccc(-c2noc(CN(C)C3CCOCC3)n2)cc1	-20	10	0	2	2	-16	0	-2	18
C=C(C)C(=O)Nc1cccc(C2=NOC3(C2)C[C@@H](C(N)=O)N(C(=O)CCCCC)C3)c1 (stereo partly specified)	-22	5	26	-10	nt	nt	nt	nt	13
O=C(CC(c1ccco1)C1CCCCC1=O)c1ccccc1 (stereo unspecified)	-17[20 µM]	7	0	15	3	4	-2	1	-10
CC(=O)c1c(C)[nH]c(C(=O)Nc2cc(S(=O)(=O)N(C)C)ccc2C)c1C	-34	10	1	-11	5	-2	1	3	2
O=C(CSc1ncn[nH]1)c1ccc(OC(F)F)cc1	-33	7	2	2	4	-2	-2	9	0
COc1ccc(N2C(=O)CC(NNC(=O)c3ccco3)C2=O)cc1 (stereo unspecified)	-18	4	9	7	0	-11	2	-2	14
COCCCNCCCOc1ccc(Cl)cc1Br	-25	8	5	-19	10	-3	0	0	13
COc1cccc(-n2nnc3c(=O)n(Cc4cccc(F)c4)cnc32)c1	-29[20 µM]	17	-1	9	3	-5	-1	-3	16
Cc1cccc(NS(=O)(=O)c2cnc(Cl)c(Br)c2)n1	-13	7	-5	2	4	-6	2	-1	-12
CCN1CCN(CCNC(=O)c2ccc(/C=C3/Sc4ccccc4N(Cc4ccccc4C)C3=O)cc2)CC1	-21	14	-16	104*	14	-6	7	0	10
N=C1/C(=C\c2coc3ccc(O)cc3c2=O)C(=O)N=C2SC=CN12	-5	14	-17	-80	0	3	-3	28*	17
CC(=O)Nc1sc2c(c1-c1nc3ccccc3s1)CCN(C(C)C)C2	-9	7	-19	-14	73*	3	95*	-2	37[5 µM]
COc1cccc(NC(=O)CN(C)CC(=O)Nc2ccc(Br)cc2)c1	-30	7	-2	6	7	-6	0	1	29
COC(=O)Cc1ccc(NC(=S)NCCC(C)C)cc1	-20	5	8	-6	0	-4	-3	-1	12
COCc1cc([C@@H]2C[C@H]3CN(c4ccccc4)C(=O)[C@]34CCCN24)ccc1OC	-19	4	-18	-16	1	-14	1	-2	22
NC(=O)[C@@H]1CCCN1Cc1nc(Cc2ccccc2Cl)no1	-27	1	-21	6	5	-13	1	3	-3
O=C(Cn1nnc(-c2ccccc2F)n1)Nc1ccc2c(c1)OCO2	-20	10&4	0	-16	-1	-1	-2	7	-10
COc1cc(/C=N\NC(=O)CNC(=O)C(c2ccccc2)c2ccccc2)ccc1O	-12	18	-12	-15	-1	-8	1	1	-2
C=CCNC(=O)c1onc(CCl)c1C(=O)OC	-8[20 µM]	9	-1	-1	0	-8	-7	2	19
O=C(Nc1cccnc1)OC1CCCCC1	-9	3	8	-1	9	-1	2	0	5
O=C(Nc1nc(-c2cccc([N+](=O)[O-])c2)cs1)C(c1ccccc1)c1ccccc1	-15[20 µM]	12	-7	-14	1	-9	-1	2	33

Later entries:
smiles	Furin inhibitor	PGE2 EP2 inh	TbHK1 inh	NCF1 inh	BaF3 tox	RBBP9 inh	Ba/F3 V617F tox	p97 ATPase inh	PPC-1+TRAIL kill
CCCn1nc(NS(=O)(=O)c2ccccc2)c2cc3cc(C)ccc3nc21	-10	4	0	-15	2	-6	-1	2	38
CC(C)C(c1nnnn1C(C)(C)C)N1CCN(c2cccc(Cl)c2)CC1 (stereo unspecified)	-17	12	6	-2	-1	-2	-3	-4	6
Cc1ccc(Cn2nnc3c(=O)n(CC(=O)NCC4CCCO4)cnc32)cc1 (stereo unspecified)	-8	10	-7	-5	-3	-2	4	-4	19
Cc1ccc(OCCN2CCN(CC(O)Cn3c4ccccc4c4ccccc43)CC2)cc1 (stereo unspecified)	1	9	-11	6	4	-5	2	-7	-5
COc1ccc(NC(=O)CCCn2c(=S)[nH]c3ccccc3c2=O)cc1	-15	8	1	-9	2	-9	3	-4	5
COc1ccc(/C=N/NC(=O)Cn2nnc3ccccc32)cc1OC	-11	12	-10	1	-1	-3	-3	4	18
O=C(OC1CCOC1=O)c1ccc(NS(=O)(=O)c2cccs2)cc1 (stereo unspecified)	-13	-1	10	-9	10	-8	8	-7	4
CN(C)S(=O)(=O)c1cccc(C(=O)Nc2ccc(N3CCOCC3)cc2)c1	-22	6	-16	-5	-3	-3	-1	3	5
CCOC(=O)c1cc2c(=O)n3ccccc3nc2n(CCOC)c1=NC(=O)C(C)(C)C	-78	7	17	1	5	-4	-1	5	6
O=C(CN1CCN(Cc2ccc(F)cc2)C1=O)NCc1cccs1	-20	10	-8	-1	nt	nt	nt	nt	8
COc1cccc(CNCCO)c1OCc1ccccc1Cl	-12	4	9	0	2	-2	-2	0	13
NC(N)=N/N=C/c1c(Cl)cccc1Cl	-15&-8	6&5&15	-11&-4	-5&3	5&10	2&-1	-6&1	6&6	18&13
O=C(c1cccc([N+](=O)[O-])c1)c1ccc2c(c1)C(=O)NC2=O	-19	-1	0	-6	5	-6	-1	8	7
CC(C)[N+](C)(C)CC(O)CN(c1ccccc1)c1ccccc1 (stereo unspecified)	-31	7	1	1	-3	-9	-3	2	nt
Cc1ccccc1-c1cnn(-c2cccc([N+](=O)[O-])c2)c1N	-22	2	3	-13	8	2	2	1	5
CC1/C(=N/O)CC(c2ccccc2)N(C)C1c1ccccc1 (stereo unspecified)	8[20 µM]	-3	-2	8	2	-2	-3	4	-1
N#CCc1c(C#N)c(N)nc(Nc2ccccc2)c1C#N	-16	6	-45	-23	4	-12	1	5	11
Cc1cc(O)c(-c2cc(C(=O)Nc3ccc(S(=O)(=O)N4CCOCC4)cc3)[nH]n2)cc1C	-24[20 µM]	15	-7	-30	3	-2	-2	6	-2
Cc1cc(Nc2cc(F)ccc2C)n2nc(C)nc2n1	-17	9	2	4	2	0	-6	9	10
O=C(CSc1nc2ccccc2o1)NC1CCCC1	-20	6	3	-13	5	-4	4	0	-16
COc1ccccc1C(=O)Nc1ccc(-c2nnc(SCC(=O)O)n2C)cc1	-26	9	-6	-8	3	-11	-3	4	22
Cc1c(C(=O)NCCSCc2c(F)cccc2Cl)cnn1-c1ccc(Cl)cc1	-11	15	20	-12	-1	-11	3	-6	6
CCN(Cc1ccncc1)C(=O)C1CCN(S(=O)(=O)c2cccs2)CC1	-9[20 µM]	10	-4	-8	1	-3	-2	-2	25
CCOC(=O)CSc1cc(=O)n(C)c2cc(Cl)ccc12	-6	nt	10	-11	0	-5	0	0	2
Cc1cccc(C)c1OCC(O)CN1CCN(c2ccccc2)CC1 (stereo unspecified)	-20	7	-3	-6	2	1	1	-2	29
CCCC(=O)N1CCN(c2ccc(NC(=O)c3ccco3)cc2)CC1	-20	6	-8	1	0	-1	-7	7	-8
CCc1ccc(-c2nc(CN3CCC(C(=O)NCCN(CC)c4ccccc4)CC3)c(C)o2)cc1	-17	3	-1	-18	2	-4	-5	-3	30
CC(C)(C)c1cnnn1-c1ccc(C(=O)CCl)cc1	-5[20 µM]	20	-2	-6	1	-2	-4	5	8
Cc1nn(CCC(N)=O)c2nc(-c3cccs3)cc(C(F)(F)F)c12	-55	5	3	-7	10	-4	-1	2	18
CCc1n[nH]c(=S)n1/N=C/c1cc(Br)c(O)c(OC)c1	-14	14	-46	-18	1	-7	1	4	-1

Continuation:
smiles	Furin inhibitor	PGE2 EP2 inh	TbHK1 inh	NCF1 inh	BaF3 tox	RBBP9 inh	Ba/F3 V617F tox	p97 ATPase inh	PPC-1+TRAIL kill
COc1ccc2c(c1)O[C@H](c1ccc3c(c1)OCO3)[C@@H](OC(=O)N[C@H](C)C1CCCCC1)C2=O	-8	nt	-1	3	5	-9	5	-3	12
O=c1[nH][nH]c(=O)c2cc(N3CCCC3)ccc12	-17	nt	-18	-8	4	0	-1	5	12
Cc1nc(SCc2c(F)cccc2Cl)n[nH]1	-14[20 µM]	3	3	-8	6	-10	0	2	-2
COc1ccc(CNC2=CC(=O)CC(C)(C)C2)cc1	-5	6	57*	-10	5	3	1	2	31
COc1ccc(Nc2nc(C(=O)NCCCN3CCOCC3)cs2)cc1	-16	7	-7	-6	0	-5	1	-4	-5
O=C(NC1CCCCC1)C(c1ccncc1)N(CC1CCCO1)C(=O)C(F)(F)F (stereo unspecified)	-16	12	6	2	-1	-5	-4	7	0
Cc1ccc(-c2cc(C(F)(F)F)c(C#N)c(SCC(=O)O)n2)cc1	2	6	-15	8	15	-6	5	-8	11
Cc1ccc(C(=O)N[C@H](C(=O)OCc2cc(=O)n3c(n2)sc2ccccc23)C(C)C)cc1	-22	2	0	-13	4	-6	0	3	9
Nc1nc(SCC(=O)Nc2ccccc2Oc2ccccc2)n[nH]1	-15	6	-5	-3	3	5	-5	6	25
CCCCOC(=O)c1ccc(NC(=O)c2ccccc2OC)cc1	-11	6	0	-2	4	-21	7	-5	7
COc1cccc(C2C(C#N)=C(N)SC(c3ccccc3)C2[N+](=O)[O-])c1 (stereo unspecified)	-4	13	11	-11	7	-13	4	-1	13
CCOC(=O)c1c(CN2CCN(CCO)CC2)n(C)c2cc(Br)c(OC)cc12	-16	6	4	-8	1	-3	-2	-4	-3
Cc1ccc2cc(C=O)c(Cl)nc2c1	-17	6	-6	-15	8	-4	-1	2	14
O=C(NCCN1CCCC1=O)Nc1ccccc1	-29[20 µM]	12	1	9	1	-11	-4	3	-10
O=C(N/N=C1\CCCc2ccccc21)C(O)c1ccccc1 (stereo unspecified)	-21[20 µM]	23	5	-1	3	-7	-1	3	19

Part of the list above in order of length of the SMILES, lowest first:
smiles	Furin inhibitor	PGE2 EP2 inh	TbHK1 inh	NCF1 inh	BaF3 tox	RBBP9 inh	Ba/F3 V617F tox	p97 ATPase inh	PPC-1+TRAIL kill
CCCCOC(=O)c1ccc(NC(=O)c2ccccc2OC)cc1	-11	6	0	-2	4	-21	7	-5	7
COc1ccc(Nc2nc(C(=O)NCCCN3CCOCC3)cs2)cc1	-16	7	-7	-6	0	-5	1	-4	-5
Cc1ccccc1-c1cnn(-c2cccc([N+](=O)[O-])c2)c1N	-22	2	3	-13	8	2	2	1	5
